High-throughput results from PubChem BioAssay.
Tb PGK inh = qHTS Assay to Find Inhibitors of Phosphoglycerate Kinase. Phosphoglycerate kinase, glycosomal (Trypanosoma brucei brucei), P07378. PGK/GAPDH coupled, Kinase-Glo luminescence, 60 min. Potency, µM (titrated, usually from 57.5 µM), for inactives: top-dose activity change, negative = inhibition, most hits filed as inhibitors. hit rate 0.043% among 380,000. AID 602233, 2012; also: potency is read from the fitted curve at half-maximal effect; % is scaled to controls: 0 for no effect and ±100 for the full control effect; nearly all actives have a fitted effect of over 60% in size
Target sequence (P07378 whole entry, looked up): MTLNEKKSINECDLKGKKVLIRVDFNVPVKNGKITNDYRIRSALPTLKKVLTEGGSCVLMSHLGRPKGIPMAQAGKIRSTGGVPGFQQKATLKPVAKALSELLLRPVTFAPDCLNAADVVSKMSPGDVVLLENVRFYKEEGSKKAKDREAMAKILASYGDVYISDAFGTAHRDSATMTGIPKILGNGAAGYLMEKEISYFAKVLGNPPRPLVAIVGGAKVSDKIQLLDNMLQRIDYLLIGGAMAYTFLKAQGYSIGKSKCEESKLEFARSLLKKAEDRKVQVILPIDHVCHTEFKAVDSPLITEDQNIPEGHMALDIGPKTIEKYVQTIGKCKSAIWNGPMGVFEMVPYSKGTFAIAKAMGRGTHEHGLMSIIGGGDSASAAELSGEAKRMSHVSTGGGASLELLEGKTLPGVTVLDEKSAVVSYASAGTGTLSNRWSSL
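Luminescent ATP detection (Kinase-Glo Plus) follows a 60-minute room-temperature incubation, with wells lacking PGK as controls. Buffer: 100 mM TEA (pH 7.6), 5 mM MgCl2, 0.01% Tween-20. Coupling enzyme GAPDH (100 nM final) supplies unstable 1,3-BPG in-well.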
HP1b chromo inh = HTS for Inhibitors of HP1-beta Chromodomain Interactions with Methylated Histone Tails; Potency, µM (titrated, usually from 114 µM), for inactives: at the top dose activity change, negative = inhibition, hits mostly inhibitors; AlphaScreen HP1-beta / biotin-H3K9me3 peptide binding; hit rate 0.56% among 390,000; AID 540317, 2011; also: potency is read from the fitted curve at half-maximal effect; nearly all actives have a fitted effect of over 70% in size; inactives centre near 23
Target sequence (P83916 whole entry, looked up): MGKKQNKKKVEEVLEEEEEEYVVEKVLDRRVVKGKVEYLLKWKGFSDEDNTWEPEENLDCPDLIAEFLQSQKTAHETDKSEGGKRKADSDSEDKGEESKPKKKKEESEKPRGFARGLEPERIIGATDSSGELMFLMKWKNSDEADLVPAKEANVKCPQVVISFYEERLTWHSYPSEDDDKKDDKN
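AlphaScreen: HP1-beta (50 nM) preformed 30 min with biotin-H3(1-18)K9me3 peptide (50 nM) in PBS pH 7.4, 0.01% Tween-20. Compound added for 30 min at RT, then streptavidin donor/nickel chelate acceptor beads (10 ug/mL) for 30 min.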
GLS inh = qHTS for Inhibitors of Glutaminase (GLS) | GLS enzymatic activity, qHTS titration | AID 624170, 2012 | hit rate 0.21% among 410,000 | Potency, µM (titrated, usually from 45.5 µM), for the others: top-dose activity change, negative = inhibition, most hits filed as inhibitors | Glutaminase kidney isoform, mitochondrial (Homo sapiens), O94925; also: potency is read from the fitted curve at half-maximal effect; % is scaled to controls: 0 for no effect and ±100 for the full control effect
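hKGA in 45 mM KH2PO4 pH 8.2, 0.02% Tween-20 with pin-transferred compounds; 1 mM L-glutamine (stock) plus glutamate oxidase/HRP/Amplex Red coupling added. Fluorescence read initially and after 30 min at RT.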
ERG-DNA inh = qHTS for Small Molecule Inhibitors of the ERG Ets/DNA interaction. Transcriptional regulator ERG (Homo sapiens), P11308. fluorescence polarization, His-ERG Ets domain / labelled DNA. Potency, µM (series often up to 76.9 µM), inactives show top-dose FP activity, negative = inhibition, usual class: inhibitors. hit rate 0.028% among 370,000; active = well fitted inhibition curve with a large enough effect in the polarisation, with a control signal flat; inconclusive = small, poorly fitted or top-dose-only effect, or effect the other way, or a change in a side signal; inactive = no such curve, though single readings can be large or run the other way; the % refers to the polarisation;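 also: polarization taken with two DNA probes labelled with fluorescein and Texas red; potency is read from the fitted curve at half-maximal effect; % of control where 0% means no effect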
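His-tagged ERG Ets domain (1 uM in the protein solution; 300mM KCl, 50mM Tris-HCl, 1mM EDTA, 1mM DTT, pH 7.5) received compound, then a probe mix of 5 nM fluorescein-DNA and 100nM Texas-615-DNA. Fluorescence polarization was read for both dyes.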
JMJD2A Tudor = qHTS Assay for Inhibitors of JMJD2A-Tudor Domain; Potency, µM (titrated, usually from 114 µM), for the others: at the highest dose activity change, negative = inhibition, hits mostly inhibitors; AlphaScreen JMJD2A-Tudor / H3K4me3 peptide binding; hit rate 4.4% among 390,000; Lysine-specific demethylase 4A (Homo sapiens), O75164; also: potency is read from the fitted curve at half-maximal effect; % is scaled to controls: 0 for no effect and ±100 for the full control effect; nearly all actives have a fitted effect of over 50% in size
Pin1 inh = qHTS Assay to Find Inhibitors of Pin1; Peptidyl-prolyl cis-trans isomerase NIMA-interacting 1 (Homo sapiens), Q13526; Pin1 FP peptide displacement, HiFluor488, 10 min; Potency, µM (doses to about 115 µM), for the others: at the top dose activity, negative = inhibition, actives largely listed as inhibitors; hit rate 0.009% among 390,000; active = well fitted inhibition curve with a large enough effect in the polarisation, with a control signal flat, not every such curve was filed as active; inconclusive = small, poorly fitted or top-dose-only effect, or effect the other way, or a change in a side signal; inactive = no such curve, though single readings can be large or run the other way; the % refers to the polarisation; also: potency is read from the fitted curve at half-maximal effect; % is scaled to controls: 0 for no effect and ±100 for the full control effect
G9a block = qHTS Assay for Inhibitors of Histone Lysine Methyltransferase G9a; Potency, µM (doses to about 102 µM), for inactives: at the top dose activity, negative = inhibition, actives largely listed as inhibitors; G9a H3K9 monomethylation, AlphaScreen, 2 h; hit rate 8.8% among 350,000; AID 504332, 2011; Histone-lysine N-methyltransferase EHMT2 (Homo sapiens), Q96KQ7; also: potency is read from the fitted curve at half-maximal effect; % is scaled to controls: 0 for no effect and ±100 for the full control effect; nearly all actives have a fitted effect of over 75% in size
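Using a bead-based AlphaScreen, monomethylated H3K9 product from 2 h room-temperature reactions (G9a 20 nM, peptide 500 nM, SAM 20 uM) was detected with 0.5 ug/mL rabbit anti-H3K9me1 antibody.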
BAZ2B block = qHTS Assay for Inhibitors of BAZ2B; Bromodomain adjacent to zinc finger domain protein 2B (Homo sapiens), Q9UIF8; AlphaScreen BAZ2B-H3K14Ac peptide displacement; Potency, µM (titrated, usually from 114 µM), without a hit: at the highest dose activity change, negative = inhibition, usual class: inhibitors; hit rate 4.4% among 360,000; also: potency is read from the fitted curve at half-maximal effect; % is scaled to controls: 0 for no effect and ±100 for the full control effect; nearly all actives have a fitted effect of over 60% in size
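AlphaScreen displacement of biotin-H3(5-23)K14Ac peptide (50 nM final) from BAZ2B (50 nM final) in PBS pH 7.4, 0.01% Tween-20; complex preformed 30 min RT, then compounds (top 110 uM) 30 min RT, beads 20 min dark.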
PI4K2A inh = qHTS for small molecular inhibitors of PI4K2A; AID 1346378, 2018; purified PI4K2A, ADP-Glo luminescence, 1 h; hits give low values; hit rate 0.13% among 420,000; activity change, negative = inhibition, % at 76.9 µM; in the data active = activity change below about -50%; inconclusive = mostly about -30% to -49%;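 also: -100% = wells without enzyme as full effect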
Target sequence (Q9BTU6 whole entry, looked up): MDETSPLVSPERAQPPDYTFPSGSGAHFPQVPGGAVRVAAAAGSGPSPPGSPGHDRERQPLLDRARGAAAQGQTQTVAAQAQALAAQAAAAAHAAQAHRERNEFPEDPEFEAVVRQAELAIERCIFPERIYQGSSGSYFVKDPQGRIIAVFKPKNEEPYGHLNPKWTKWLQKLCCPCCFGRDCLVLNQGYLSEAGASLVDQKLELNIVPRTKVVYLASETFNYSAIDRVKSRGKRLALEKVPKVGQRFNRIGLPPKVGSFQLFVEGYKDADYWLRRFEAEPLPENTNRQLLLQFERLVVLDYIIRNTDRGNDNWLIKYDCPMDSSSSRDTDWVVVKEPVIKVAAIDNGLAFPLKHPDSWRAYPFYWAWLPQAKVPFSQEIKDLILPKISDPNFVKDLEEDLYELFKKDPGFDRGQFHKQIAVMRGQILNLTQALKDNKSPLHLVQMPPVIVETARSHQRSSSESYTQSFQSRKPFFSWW
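Compounds are screened against recombinant PI4K2A using PI as substrate and ATP, the latter dispensed at 300 microM. Reactions run one hour at ambient temperature before ADP-Glo detection; full inhibition defined by wells lacking enzyme.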
An asterisk follows results filed as active; i = inactive; ? = inconclusive; . = no result given; & = joins results of further samples; [ ] = remark or other dose. Unless noted, calls follow the shape of the dose curve; as a rule, active = well fitted curve in the direction sought with a large enough effect; inconclusive = small, poorly fitted or top-dose-only effect, or another doubt; inactive = no such curve, though single readings can be large; an effect the other way counts as inactive or inconclusive.

Tb PGK inh	HP1b chromo inh	GLS inh	ERG-DNA inh	JMJD2A Tudor	Pin1 inh	G9a block	BAZ2B block	PI4K2A inh	molecule
0%	?	8%	-11%	-27%	3%	4%[59 µM]	-36%	6	CNc1ccc(S(=O)(=O)NCC(=O)OCC(=O)Nc2cccc(Cl)c2Cl)cc1[N+](=O)[O-]
5%	15%	5%	1%	-13%	1%	.	.	8	O=C(COc1ccc(Br)cc1F)NCC1(N2CCCCC2)CCCCC1
19%	16%	2%	-2%	-9%	0%	5%[59 µM]	-2%	-1	Cc1ccnc(NC(=O)CCC(=O)N(CC(=O)NCCc2ccccc2)c2ccc(F)cc2)c1
-6%	11%	-3%	-10%	-5%	-7%	?	-29%	1	COc1ccc(CNC(=O)c2csnn2)cc1
-9%	40%[activator]	2%	6%	-16%	7%	-6%	-10%	0	O=C(NNS(=O)(=O)c1ccccc1[N+](=O)[O-])c1ccccc1Cl
9%	30%	9%	6%	0%	46%[activator]	39%[12.7 µM]	-10%	1	COc1ccc(N(C)S(=O)(=O)c2ccc(Cl)c(C(=O)NCCc3ccc(Cl)cc3)c2)cc1
7%	13%[57 µM]	10%	-1%	-8%	0%	-3%[59 µM]	13%	-1	COc1ccc(/C=C(\NC(=O)c2ccc(C)cc2)C(=O)NCCN2CCOCC2)cc1
-2%	32%&53%	3%&-8%	-2%&2%	-4%&-10%	12%&0%	7%[59 µM]	-1%&2%	-3&2	Cc1cccc(NC(=O)C2CCCN2S(=O)(=O)c2ccc3c(c2)n(C)c(=O)c(=O)n3C)c1 (stereo unspecified)
-2%	?	-18%	-5%	50µM*	6%	16µM*	?	1	COc1ccc(N=C(N)SCc2ccccn2)cc1
-3%	3%	8%	3%	-13%	4%	-6%[59 µM]	2%	0	O=C(Nc1cccc(NC(=O)c2ccc(-c3ccc(Br)cc3)o2)c1)c1ccccc1
i	9%	14%	1%	-4%	-14%	-5%	-13%	1	Cc1ccc(C(=O)Nc2cc(-c3ccn[nH]3)c(C)n(N)c2=O)cc1
-1%	29%	1%	2%	3%	0%	24%[59 µM]	-2%	-4	CCCCn1ccc(O)c(Cc2ccc(F)cc2)c1=O
-3%	14%	8%	-7%	?	-1%	.	-9%	7	O=C(NC(=O)c1ccccc1Cl)C(=O)Nc1ccc(Cl)cc1
2%	48%[activator]	-6%	0%	0%	10%	26%[59 µM]	-3%	-7	Cc1cc(C)n(-c2ncnc3c2oc2ccccc23)n1
10%	39%[activator]	7%	0%	0%	0%	3%	2%	2	COc1ccc(-c2noc(=O)n2CC(=O)N2CCC(Cc3ccccc3)CC2)cc1
5%	44%[activator]	-1%	-1%	-14%	1%	7%	4%	9	CC(=O)c1nn(-c2ccc(C(F)(F)F)cc2)c(=O)[nH]c1=O
4%	5%	8%	-1%	-9%	0%	12%[12.7 µM]	7%	13	O=C(NC1CCCCCC1)C1CCN(C(=O)Cc2ccccc2)CC1
3%	4%	3%	-4%	-19%	2%	-2%	-23%	5	COCCOC(=O)C1=C(C)NC(=O)NC1c1cn(-c2ccccc2)nc1-c1cccs1 (stereo unspecified)
-1%	35%	-6%	-2%	?	-1%	-32%[59 µM]	-29%	0	Cc1ccc(CN2C(=O)CC(c3ccc(Cl)cc3)c3c(C)nn(-c4nc(C)cc(C)n4)c32)cc1 (stereo unspecified)
-11%	34%	0%	-12%	5%	18%	-6%	4%	-4	Cc1ccc(C(NC(=O)NC(C)c2ccccc2)C(Cl)(Cl)Cl)cc1F (stereo unspecified)
-2%	-8%	-12%	-1%	?	0%	?	?	-2	Cc1cccc(N/N=C/c2ccc(C)s2)c1
2%	21%	0%	0%	-7%	-3%	7%	-2%	6	Cc1cc(NC(=O)Cn2cnc3c2c(=O)n(C)c(=O)n3C)n(-c2ccccc2)n1
i	25%	-6%	-9%	-6%	-4%	.	-14%	-1	O=C(NCCCN1CCCC1=O)c1cc(S(=O)(=O)N2CCOCC2)ccc1Cl
-5%	12%	0%	-3%	-17%	-10%	0%[12.7 µM]	-5%	2	Cc1ccccc1CN1CCN(CC(=O)NCc2ccco2)C1=O
i	8%	-6%	12%	-11%	?	-27%	4%	0	CC(C)(C)c1nnc(NC(=O)COc2ccc3c(c2)OCO3)s1
1%	20%	19%	3%	-29%	?	27%[59 µM]	-38%	-1	N#CC1=C(N)Oc2cc(N)ccc2C1c1cc(Br)cs1 (stereo unspecified)
-1%	18%	4%	-5%	14%	-3%	8%[59 µM]	14%	6	Cc1ccc(C(=O)COC(=O)C2C3C=CC(C3)C2C(=O)OCC(=O)c2ccc(C)c(C)c2)cc1C (stereo unspecified)
-6%	25%	-4%	-3%	-16%	16%	11µM*	-7%	-2	CCOC(=O)c1cc(-c2ccco2)nc2c1c(C)nn2CCC#N
1%	35%	2%	-11%	-4%	13%	3%[59 µM]	-4%	2	Cc1ccc(-c2nc(C(=O)N3CCN(c4ccccc4)CC3)c3n2CCCCC3)cc1
-3%	36%	-3%	-4%	-1%	-9%	.	.	3	Cc1ccc(S(=O)(=O)N2CCOCC2)cc1NC(=O)COC(=O)/C=C/c1ccc(F)cc1
-5%	0%	-7%	3%	?	3%	11µM*	-25%	-2	COc1ccc(C(=O)Nc2cccc(-c3nc4cccnc4s3)c2C)c(OC)c1
i	44%[activator]	-6%	-8%	3%	-9%	.	-3%	-1	Cc1cnc(NS(=O)(=O)c2ccccc2)c(Br)c1
-8%	26%	-5%	-16%	6%	-8%	.	-10%	-3	O=C(CN1C(=O)C2C3C=CC(C3)C2C1=O)OCC(=O)c1ccc(Cl)cc1 (stereo unspecified)
i	19%[57 µM]	-4%	8%	-11%	-4%	.	.	1	Cn1c(CCCNC(=O)c2ccco2)nc2ccccc21
-6%	38%[activator]	12%	0%	0%	-7%	.	-7%	-4	CC1=C(C(N)=O)C(c2cccs2)n2ncnc2N1 (stereo unspecified)
-6%	18%	35%[activator]	-8%	-5%	-1%	10%	-1%	1	COc1cc(/C=N/NC(=O)CCn2nc(C)cc2C)ccc1O
-7%	18%	10%	1%	-16%	0%	-28%[59 µM]	-6%	-2	O=C(COC(=O)c1c[nH]c(=O)[nH]c1=O)NCc1ccccc1
-3%	6%	5%	8%	-13%	-3%	-37%[59 µM]	-32%	1	Cn1c(=O)c2c(-c3ccc(Cl)cc3)n(Cc3ccc(Cl)cc3)cc2n(C)c1=O
-3%	21%	76%[activator]	-2%	-3%	-3%	-44%[12.7 µM]	-8%	3	CC(=O)Nc1ccc(S(=O)(=O)Nc2ccc(N3CCOCC3)cc2)cc1
-7%	40%[activator]	0%	23%	-1%	1%	-9%[59 µM]	?	1	CCOCCCNC(=O)CN1C(=O)/C(=C/c2ccccc2C)Sc2ccccc21
-8%	45%[activator]	7%	2%	4%	-5%	-8%[59 µM]	12%	-2	CCOC(=O)c1cnn(-c2nc(OC)cc(OC)n2)c1C(F)(F)F
-1%	10%	.	10%	-19%	31%[activator]	-3%[59 µM]	0%	-2	COc1cc2nc(SCC(=O)NCCc3ccccc3)n(Cc3ccco3)c(=O)c2cc1OC
-8%	1%	6%	-16%	-35%	0%	-17%	?	0	CCN(CC)CCNC(=O)c1ccc(NC(=O)c2cn(-c3ccc(F)cc3)nc2-c2cccc(OC)c2)cc1
-2%	5%	1%	6%	-26%	-5%	-7%[59 µM]	-32%	-2	CC(=O)NCCC(=O)Nc1nc(C)c(Cc2ccc3c(c2)OCO3)s1
1%	12%	10%	-13%	-3%	-3%	.	14%	2	CCCn1ncc(CN2CCC(n3nccc3NC(=O)c3ccccc3Cl)CC2)c1C
i	21%	-5%	-10%	-12%	-9%	12%	0%	0	COc1ccc(CCNC(=O)COc2ccc(C)nc2[N+](=O)[O-])cc1OC
3%	34%	0%	-4%	-5%	-1%	27%	-2%	-4	COc1ccccc1CN1CC(C(=O)NCc2nc3ccccc3n2C)CCC1=O (stereo unspecified)
-1%	24%	-8%	-2%	-8%	0%	-27%	-25%	?	O=C(COc1ccc2ccccc2c1)NNC(=O)c1ccc([N+](=O)[O-])cc1
-8%	13µM*	3%	1%	25µM*	2%	11µM*	13µM*	11	Cc1ccc(CN2C(=O)C(=O)c3cc(Br)cc(C)c32)cc1
i	8%	18%	7%	-10%	3%	0%	-9%	2	CC(=O)Nc1ccc(C(=O)N/C(=C\c2ccccc2)C(=O)Nc2cccc(C(=O)O)c2)cc1
7%	26%	12%	-10%	10%	4%	4%[59 µM]	2%	-1	CCOC(=O)CCCNC(=O)COC(=O)c1cc(C)cc(C)c1
1%	35%	4%	4%	-17%	3%	5%[0.501 µM]	-9%	7	Cc1ccc(C(=O)Cn2c(=N)n(CCN3CCOCC3)c3ccccc32)cc1
-1%	40%[activator]	-1%	5%	-13%	0%	?	2%	-5	Cc1cccc(C)c1NC(=O)CCCSc1nc2ccccc2s1
